H1N1 NS1A inhibition: NS1A inhibition, H1N1 influenza, cell based functional assay (AID 504329). NS1A functional cell-based assay, percent inhibition; higher % means a stronger effect. inhibition, % at 12.5 µM; hits with a dose series show IC50 in µM. 340,000 tested, 0.3% active; in the data active = a potency from the dose series; inconclusive = inhibition above about 27% without an active follow-up result; note: strong numbers were not always called active
M. tuberculosis: growth inhibition of non-replicating M. tuberculosis (AID 488890). Mycobacterium tuberculosis non-replicating, growth inhibition; higher % means a stronger effect. inhibition, % at 25 µM; hits with a dose series show IC50 in µM. 320,000 tested, 0.39% active; in the data active = a potency from the dose series; inconclusive = inhibition mostly from about 82% at the one dose, without a potency; inactive = the rest, 99 in 100 with inhibition below about 76%;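 note: plate controls were DMSO cells for no effect and high antibiotic wells for full effect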
Salmonella PhoP GFP: PhoP regulon inhibitors, Salmonella typhi PhoP promoter GFP reporter, confirmatory (AID 1850); Salmonella Typhi PhoP-promoter GFP reporter, fluorescence, 4 h; higher % means a stronger effect; inhibition, % at 50 µM; hits with a dose series show IC50 in µM; 310,000 tested, 0.33% active; in the data active = a potency from the dose series; inconclusive = inhibition mostly from about 25% at the one dose, without a potency; inactive = the rest, 99 in 100 with inhibition below about 19%;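 note: 0% = induced wells with vehicle and 100% = uninduced wells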
inhibitors of VEEV: inhibitors of VEEV TC-83 cytopathic effect, confirmation, Vero cells (AID 588727); 350,000 tested, 0.13% active; Vero cells, VEEV TC-83 cytopathic effect inhibition; higher % means a stronger effect; one-dose inhibition, % at 20 µM; IC50 in µM for titrated hits; in the data active = a potency from the dose series; inconclusive = inhibition mostly from about 14% at the one dose, without a potency; inactive = the rest, 99 in 100 with inhibition below about 12%; note: strong numbers were not always called active
H37Rv inhibition: M. tuberculosis growth inhibition, HTS (AID 449762); M. tuberculosis H37Rv growth inhibition, 7H9 media; higher % means a stronger effect; one-dose inhibition, % at 25 µM; IC50 in µM for titrated hits; 330,000 tested, 0.59% active; in the data active = a potency from the dose series; inconclusive = inhibition above about 70% without an active follow-up result;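 note: bacterial growth assessed after seven days of incubation; strong numbers were not always called active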
inhibitors of VEEV 10K pilot screen: second read-out of inhibitors of VEEV, no call of its own (marks repeat the call); inhibition, %; measured here: 10K pilot screen inhibition
An asterisk follows results filed as active; i = inactive; ? = inconclusive; · = not tested or not shown.

SMILES	H1N1 NS1A inhibition	M. tuberculosis	Salmonella PhoP GFP	inhibitors of VEEV	H37Rv inhibition	others
O=C(CN1C(=O)NC2(CCCCCC2)C1=O)N1CCC(Cc2ccccc2)CC1	4%	-10%	-1%	3.0%	1%
CC(C)CCNC(=O)C1CC(=O)N(C2CCCC2)C1 (stereo not drawn)	3%	-7%	7%	3.2%	2%
O=C1C2CCCN2C(c2ccccc2)N1c1nccs1 (stereo not drawn)	-7%	-14%	-8%	3.3%	-6%
O=C(Oc1ccc2[nH]cc(CCN3C(=O)c4ccccc4C3=O)c2c1)c1ccco1	3%	2%	22%	2.0%	6%
Cc1ccc2c(c1)[C@H]1[C@H](CO2)[C@H](c2ccccc2)[C@]2(C)C(=O)Nc3cc(F)c(F)cc3C(=O)N12	2%	61%	·	i	-7%	inhibitors of VEEV 10K pilot screen=3.1
CCOc1nc(NCCN2CCOCC2)nc(Nc2ccc(C)cc2)n1	6%	-2%	-15%	7.8%	8%
C[C@]12CC[C@H](N)CC1=CCC1C2CC[C@@]2(C)C1CC[C@@H]2O (stereo partly drawn)	14%	79%	·	i	-2%
COc1ccc(-c2[nH]ncc2CN2CCC(C(=O)c3ccc(F)cc3)CC2)cc1	-1%	8%	-24%	0.3%	8%
S=c1nc(Cc2ccc(Cl)cc2)[nH]c2ccccc12	·	-20%	5%	1.5%	8%
CCn1c(SCC(=O)NCc2ccco2)nnc1-c1ccncc1	·	-4%	-2%	·	-1%
N#C/C(=C(/O)c1cccc(F)c1)c1nc2ccccc2s1	2%	?	7%	11%	3%
O=C(NCCCN1CCCC1)c1ccc(CS(=O)(=O)c2ccc(Cl)cc2)o1	7%	7%	2%	0.2%	1%
O=C(c1ccc(F)cc1)c1cnc(Nc2ccccc2)s1	-15%	7%	-4%	2.9%	-5%
COC(=O)c1ccccc1Nc1ccnc(Cl)n1	9%	-6%	-12%	2.1%	-1%
O=C(/C=C/Nc1ccc(Nc2ccccc2)cc1)c1cccs1	14%	·	·	1.2%	·
COC(C[C@@H]1O[C@H]1C(=O)COCc1ccccc1)OC	4%	2%	-1%	i	-6%
COC(=O)C1=C(C)N(CC2CC2)C(=NCc2cccc(C(F)(F)F)c2)N[C@H]1c1ccccc1	1%	?	·	i	?
Cc1ccc(C(=O)NC(C)c2ccc(F)cc2)cc1 (stereo not drawn)	-8%	70%	-2%	0.3%	-1%
CCN(CCCn1c(=S)[nH]c2ncccc2c1=O)c1ccccc1	5%	59%	-7%	0.8%	-4%
O=C(CNS(=O)(=O)Cc1ccccc1)NCc1ccccc1	10%	-3%	3%	0.4%	-1%
CCc1c(C)nc2ncnn2c1Nc1ccc(C)c(C)c1	-13%	15%	1%	6.5%	-4%
Cc1cc(SCC(=O)NC2CC2)nc2ccccc12	-10%	2%	·	2.7%	11%
Cc1csc2ncc(C(=O)Nc3ccccc3Cl)c(=O)n12	0%	·	-3%	2.8%	3%
O=C(Nc1ccc(Cl)cc1Cl)c1ccc2c(=O)n3c(nc2c1)CCC3	-5%	2%	-4%	13%	-5%
O=c1cc(N2CCC3(CC2)OCCO3)[nH]c(=O)n1C1CCCCC1	-7%	3%	-20%	1.2%	-9%

Gathered by group: the compounds so far containing a carbonyl joined to an NH by a bond outside any ring (eight)
SMILES	H1N1 NS1A inhibition	M. tuberculosis	Salmonella PhoP GFP	inhibitors of VEEV	H37Rv inhibition	others
CC(C)CCNC(=O)C1CC(=O)N(C2CCCC2)C1 (stereo not drawn)	3%	-7%	7%	3.2%	2%
CCn1c(SCC(=O)NCc2ccco2)nnc1-c1ccncc1	·	-4%	-2%	·	-1%
O=C(NCCCN1CCCC1)c1ccc(CS(=O)(=O)c2ccc(Cl)cc2)o1	7%	7%	2%	0.2%	1%
Cc1ccc(C(=O)NC(C)c2ccc(F)cc2)cc1 (stereo not drawn)	-8%	70%	-2%	0.3%	-1%
O=C(CNS(=O)(=O)Cc1ccccc1)NCc1ccccc1	10%	-3%	3%	0.4%	-1%
Cc1cc(SCC(=O)NC2CC2)nc2ccccc12	-10%	2%	·	2.7%	11%
Cc1csc2ncc(C(=O)Nc3ccccc3Cl)c(=O)n12	0%	·	-3%	2.8%	3%
O=C(Nc1ccc(Cl)cc1Cl)c1ccc2c(=O)n3c(nc2c1)CCC3	-5%	2%	-4%	13%	-5%

Continuation.
SMILES	H1N1 NS1A inhibition	M. tuberculosis	Salmonella PhoP GFP	inhibitors of VEEV	H37Rv inhibition	others
Cc1ccc(C2CC2c2n[nH]c(=S)n2-c2ccc(Cl)cc2)cc1 (stereo not drawn)	-1%	-1%	-8%	i	-8%	inhibitors of VEEV 10K pilot screen=2.9
O=C(CCC(=O)N1CCN(S(=O)(=O)c2ccc(Cl)cc2)CC1)Nc1ccc2ccccc2c1	4%	19%	-5%	4.4%	?
O=C(O)c1[nH]c2ccccc2c1CC(=O)N1CCN(c2ccccc2)CC1	-6%	-16%	10%	0.4%	-2%
Cc1nnc(NC(=O)c2sc3nc(-c4cccs4)cc(C(F)(F)F)c3c2N)s1	-7%	2%	2%	9.3%	9%
CSc1nnc([C@H](Cc2c[nH]c3ccccc23)NC(=O)OC(C)(C)C)o1	-3%	4%	-6%	i	5%
CN(CC(=O)Nc1ccc(F)c(F)c1F)C(=O)C1CC(=O)N(c2ccc3c(c2)OCCO3)C1 (stereo not drawn)	-4%	-5%	2%	3.5%	-3%
O=c1c2ccccc2ncn1Cc1ccc(Cl)c(Cl)c1	0%	52%	-4%	1.9%	3%
COc1cccc(NC(=O)C2CCCN(S(C)(=O)=O)C2)c1 (stereo not drawn)	-20%	-2%	-3%	0.3%	4%
CCOCCCNCC(=O)Nc1ccc(S(=O)(=O)NC(C)CC)cc1 (stereo not drawn)	0%	-7%	8%	0.4%	-2%
CSCCC(NC(=O)c1ccc(Cl)cc1)C(=O)OCC(=O)c1ccc[nH]1 (stereo not drawn)	-5%	24%	6%	i	1%
O=C(NC1CCN(S(=O)(=O)c2cccc(Cl)c2)CC1)C1CCCCC1	8%	-12%	5%	0.7%	-1%
O=C(COC(=O)c1c(Cl)ccc(Cl)c1Cl)NC(=O)NCc1ccccc1	-4%	33%	-3%	4.9%	7%
COc1ccccc1N1CCN(C(=O)c2ccc(N3CCCCS3(=O)=O)cc2)CC1	5%	8%	-12%	1.3%	4%
CCOc1ccc(NC(=O)CN(C)C(=O)CCc2ccccc2Cl)cc1OCC	-9%	21%	-7%	9.9%	-11%
Cc1ccc(N2CN=c3s/c(=C\c4cccnc4)c(=O)n3C2)cc1	-3%	34%	23%	2.5%	3%
Cc1ccc2c(c1)NC(=O)C(CC(=O)NC1CCCCC1C)O2 (stereo not drawn)	-6%	10%	-12%	0.9%	-5%
CC(C)c1nc2sc3c(=O)[nH]cnc3c2c2c1CCCC2	-5%	13%	-3%	0.7%	-5%
Cc1ccc2c(c1)N(CCCC(=O)NCCCN1CCCC1=O)C(=O)CO2	-1%	·	-14%	i	-8%
Cc1ccsc1C1C(C#N)=C(N)N(N(C)C)C2=C1C(=O)CCC2 (stereo not drawn)	5%	?	2%	0.5%	6%
CSc1ccc(/C=N/NC(=O)c2ccc(O)cc2)cc1	3%	27%	5%	i	0%
COc1ccc(S(=O)(=O)NCC2CCCN(C(=O)CC3CCCC3)C2)cc1 (stereo not drawn)	11%	8%	8%	0.2%	-3%
CC1CCCCN1CC(=O)Nc1ccc(N2CCCCCC2)cc1 (stereo not drawn)	12%	17%	1%	5.5%	-3%
Cn1c(Cl)nc2ccccc21	-25%	3%	-2%	i	-3%
O=C1COCCOCCOCCOCC(=O)NCCN1	-8%	-6%	5%	0.7%	-7%
Cc1[nH]c2ccccc2c1C(C[N+](=O)[O-])c1ccco1 (stereo not drawn)	3%	-4%	-1%	1.4%	14%

Brought forward from above: 2 compounds, followed by the next part.
SMILES	H1N1 NS1A inhibition	M. tuberculosis	Salmonella PhoP GFP	inhibitors of VEEV	H37Rv inhibition	others
O=C1COCCOCCOCCOCC(=O)NCCN1	-8%	-6%	5%	0.7%	-7%
Cc1[nH]c2ccccc2c1C(C[N+](=O)[O-])c1ccco1 (stereo not drawn)	3%	-4%	-1%	1.4%	14%
CCn1c(=O)c(C(=O)NNC(=O)c2ccccc2Br)c(O)c2ccccc21	2%	1%	-9%	1.8%	-1%
COc1ccc(/C=C2/SC(=S)N(CCCC(=O)Nc3ccccc3C(=O)O)C2=O)cc1	15%	57%	5%	8.6%	17%
O=C(c1cccc(Cl)c1)N1CCN(C2CCCCCC2)CC1	-6%	13%	-8%	1.1%	0%
COc1ccc2cc(C3NC(=O)c4ccccc4N3)c(Cl)nc2c1 (stereo not drawn)	0%	11%	3%	8.2%	-2%
COc1ccc(-c2noc(N(C)CC(=O)Nc3cccc(C(F)(F)F)c3)n2)cc1	-4%	-3%	7%	3.4%	-4%
OC(CNCc1ccc(Cl)cc1)(c1ccccc1)c1ccc(F)cc1 (stereo not drawn)	10%	22%	4%	i	29%	inhibitors of VEEV 10K pilot screen=0.0
O=C(Nc1cccc(Cl)c1)NC1CCN(C2CCCCC2)C1 (stereo not drawn)	-8%	20%	1%	i	4%
CC(C)n1cnnc1SCC(=O)Nc1ccc(Br)cc1F	3%	5%	149%	i	5%
O=C(NC1CCCCC1)C1CCCN1C(=O)Nc1ccccc1 (stereo not drawn)	-6%	6%	12%	0.8%	-7%
CCn1nnnc1SCC(=O)Nc1cc(OC)cc(OC)c1	30%	0%	-6%	1.5%	-13%
COc1ccc(/C=N/NC(=O)C2CCN(c3ncc(C(F)(F)F)cc3Cl)CC2)cc1	4%	-5%	6%	0.5%	2%
Cc1cc(CSC(=N)N)c(CSC(=N)N)cc1C	0%	27%	30%	i	-10%
CCOC(=O)C1=NNC(C(=O)c2ccc(Cl)cc2)C1c1ccccc1 (stereo not drawn)	1%	-5%	-22%	0.2%	3%
O=C(Cn1c(O)c(/C=C2\C=Nc3ccccc32)sc1=O)N1CCOCC1	-6%	-10%	-4%	0.8%	-1%
O=C(Nc1ccccc1C(F)(F)F)c1ccccc1Br	-3%	4%	-5%	0.2%	5%
O=c1[nH]c(=O)n(Cc2ccco2)c(O)c1C=NCCN1CCOCC1	-19%	1%	10%	1.7%	8%
Cc1cccc(C)c1OCC(=O)Nc1ccccc1C(=O)N1CCOCC1	2%	-7%	3%	1.3%	-4%
COc1ccc(-n2c(SCC(=O)N3CCc4ccccc43)nnc2-c2c[nH]c3ccccc23)cc1	26%	-10%	-6%	1.6%	8%
CCN(CC(=O)N1CCc2ccccc2C1)S(=O)(=O)c1ccc2ccccc2c1	-2%	7%	-5%	1.1%	5%
CC1Cc2ccccc2N1c1ncnc(N)c1[N+](=O)[O-] (stereo not drawn)	12%	-2%	-3%	6.2%	4%

Assay outcomes (PubChem)
